HCV inh: qHTS Assay for Inhibitors of Hepatitis C Virus (HCV); Huh7.5.1 HCVcc-Cre infection, luciferase reporter, 44 h; Potency, µM (titrated, usually from 41.8 µM), without a hit: at the top dose activity change, negative = inhibition, actives largely listed as inhibitors; 340,000 tested, 3.4% active; AID 651820, 2012; also: potency is read from the fitted curve at half-maximal effect
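Infectious HCV cell culture screen: compound-treated cells (1,000/well, pre-plated 4 h) are infected with HCVcc-Cre at roughly 0.5 moi and grown 44 h. Infection is quantified by luciferase signal after 15 min substrate incubation at room temperature.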
HCMV antiviral: qHTS Assay for inhibitors of the human cytomegalovirus (HCMV); HFF cells, HCMV-luciferase reporter, 72 h; stronger effect = lower value; activity change, negative = inhibition, % at 57.5 µM; 410,000 tested, 4.5% active; AID 1259415, 2018; in the data active = activity change below about -60%; inconclusive = no clear call, values can overlap the other calls; inactive = above about -39%
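Two compound doses tested in HFFs infected with HCMV-luciferase, MOI 1 PFU/cell, 72 h at 37C. Lysate luminescence read with OneGlo; data normalized against buffer-only and 10uM Salinomycin inhibitor controls.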
AMA1-RON2 inh: qHTS for Inhibitors of AMA1-RON; Towards Development of Antimalarial Drug Lead: Primary Screen | Plasmodium falciparum AMA1 (3D7) - RON2 peptide interaction | AlphaScreen AMA1-biotinylated RON2 peptide binding | Potency, µM (titrated, usually from 58.2 µM), without a hit: at the highest dose activity change, negative = inhibition, hits mostly inhibitors | 360,000 tested, 0.2% active;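 also: potency is read from the fitted curve at half-maximal effect; 0% = vehicle wells and -100% = peptide control; nearly all actives have a fitted effect of over 45% in size; some results filed as inactive show a strong effect at the top dose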
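AMA1 (3D7) with his tag at 25 nM final met compounds first, then biotinylated RON2 peptide at 25 nM; detection used donor plus acceptor beads, 10 µg/mL apiece, read by AlphaScreen after 30 min at room temperature.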
AmpC no deterg: qHTS Inhibitors of AmpC Beta-Lactamase (assay without detergent); P00811; AmpC nitrocefin hydrolysis, absorbance 480 nm, 0.0001% Triton; Potency, µM (titrated, usually from 57.1 µM), for the others: at the top dose activity change, negative = inhibition, most hits filed as inhibitors; 330,000 tested, 0.52% active;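 also: potency is read from the fitted curve at half-maximal effect; plate controls were no compound for no effect and no enzyme for full effect; nearly all actives have a fitted effect of over 20% in size; some results filed as inactive show a strong effect at the top dose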
Target sequence (P00811 whole entry, looked up): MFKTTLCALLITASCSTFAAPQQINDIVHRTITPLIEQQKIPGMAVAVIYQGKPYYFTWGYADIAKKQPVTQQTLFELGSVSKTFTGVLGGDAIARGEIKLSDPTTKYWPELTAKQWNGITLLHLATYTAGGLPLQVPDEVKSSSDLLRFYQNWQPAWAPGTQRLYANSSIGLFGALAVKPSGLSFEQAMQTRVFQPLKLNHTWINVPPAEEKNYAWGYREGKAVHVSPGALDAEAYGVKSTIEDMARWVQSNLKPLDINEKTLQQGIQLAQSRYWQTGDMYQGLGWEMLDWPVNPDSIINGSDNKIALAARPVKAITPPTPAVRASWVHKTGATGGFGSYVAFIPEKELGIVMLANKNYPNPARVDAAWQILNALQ
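20 mM phosphate pH 7.0 + 0.01% (detergent screen) or 0.0001% Triton X-100; 5.3 nM AmpC reagent; cpd preinc 15 min RT; nitrocefin (800 uM stock) to start; A480 q20 s × 4 min; Activity was normalised to no-enzyme and no-compound control wells.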
TbPYK inhibitor: qHTS of Trypanosoma Brucei Inhibitors; pyruvate kinase (Trypanosoma brucei), Q57TT1; Potency, µM (top dose mostly 76.8 µM), inactives show top-dose activity, negative = inhibition, usual class: inhibitors; 410,000 tested, 0.12% active; AID 624173, 2012; TbPYK enzyme, Kinase-Glo Plus ATP luminescence, 45 min; also: potency is read from the fitted curve at half-maximal effect; nearly all actives have a fitted effect of over 50% in size
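Enzyme and substrate buffer are dispensed first and compound is pin-transferred. ADP at 130 uM final then starts the reaction, which runs 45 min at room temperature. Detection reagent is added for 10 min before luminescence is imaged.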
AmpC inh detg: qHTS Inhibitors of AmpC Beta-Lactamase (assay with detergent); P00811; AmpC hydrolysis of nitrocefin, absorbance 480 nm, 0.01% Triton; Potency, µM (doses to about 114 µM), without a hit: at the highest dose activity change, negative = inhibition, actives largely listed as inhibitors; 370,000 tested, 0.041% active;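 also: potency is read from the fitted curve at half-maximal effect; 0% = no-compound wells and -100% = no-enzyme wells; nearly all actives have a fitted effect of over 25% in size; some results filed as inactive show a strong effect at the top dose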
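AmpC (5.3 nM in the dispensed reagent) in 20 mM phosphate pH 7.0 with 0.01% (detergent screen) or 0.0001% Triton X-100 was preincubated with compounds for 15 min at room temperature. Nitrocefin was then added from an 800 uM solution, and hydrolysis was followed at 480 nm.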
LmPK inh: qHTS Assay for Inhibitors of Leishmania Mexicana Pyruvate Kinase (LmPK); Q27686; purified LmPK, Kinase-Glo ATP luminescence, 1 h; Potency, µM (top dose mostly 57.5 µM), for the others: at the top dose activity change, negative = inhibition, hits mostly inhibitors; 290,000 tested, 0.37% active; also: potency is read from the fitted curve at half-maximal effect
Target sequence (Q27686 whole entry, looked up): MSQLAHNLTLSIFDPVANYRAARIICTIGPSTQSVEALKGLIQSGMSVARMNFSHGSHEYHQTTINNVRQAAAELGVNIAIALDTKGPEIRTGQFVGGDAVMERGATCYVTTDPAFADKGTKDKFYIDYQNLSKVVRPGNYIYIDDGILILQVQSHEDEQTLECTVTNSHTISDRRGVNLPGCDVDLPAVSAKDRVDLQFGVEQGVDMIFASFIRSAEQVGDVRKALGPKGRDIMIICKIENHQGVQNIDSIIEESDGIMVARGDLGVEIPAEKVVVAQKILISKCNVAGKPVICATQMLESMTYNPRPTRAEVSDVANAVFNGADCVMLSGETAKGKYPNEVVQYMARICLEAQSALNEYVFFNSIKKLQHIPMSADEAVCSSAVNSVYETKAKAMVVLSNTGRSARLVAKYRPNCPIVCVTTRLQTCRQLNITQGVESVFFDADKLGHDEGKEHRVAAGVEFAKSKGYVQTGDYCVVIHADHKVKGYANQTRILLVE
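ATP generated from ADP (0.1 mM) and PEP (0.5 mM) by 0.1 nM LmPK over 1 h at room temperature (pH 7.2 imidazole buffer) was detected by coupled luciferase luminescence. Values were normalized to uninhibited and no-enzyme wells.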
Numbers without * were called inactive; u = inconclusive; x = no result given; & = joins results of further samples; [ ] = dose if it differs, or a comment. Unless noted, calls follow the shape of the dose curve; as a rule, active = well fitted curve in the direction sought with a large enough effect; inconclusive = small, poorly fitted or top-dose-only effect, or another doubt; inactive = no such curve, though single readings can be large; an effect the other way counts as inactive or inconclusive. Unless noted, % is scaled to controls: 0 for no effect and ±100 for the full control effect.

Each structure is followed by: AmpC inh detg | LmPK inh | HCV inh | TbPYK inhibitor | AmpC no deterg | AMA1-RON2 inh | HCMV antiviral
CC(NC(=O)c1ccc2c(c1)N(Cc1ccc(Cl)cc1)C(=O)c1ccccc1S2=O)c1ccccc1 (stereo not drawn)
→ -14% | x | x | -6% | x | x | 23
Cc1ccc(OCC(=O)NCC(=O)n2nc(C)cc2C)cc1
→ -7% | -4% | u | -3% | -2% | 9% | 19
Cc1cccc(N(CC(=O)NCC2CCCO2)C(=O)CCC(=O)Nc2cc(C)on2)c1 (stereo not drawn)
→ 8% | 1% | 3% | -4% | -7% | -5% | -10
Cc1occc1C(=O)N1CCN(c2ncccn2)CC1
→ u | 0% | 5% | -14% | -16% | 15% | -8
CC(C)N1C[C@@]23C=C[C@@H](O2)C(C(=O)OCc2ccccc2)[C@H]3C1=O (stereo partly drawn)
→ -11% | -4% | 12% | -4% | -3% | -11% | 34
CCOc1ccc(NC(=S)NC(=O)c2c(Cl)c(C)nn2C)c([N+](=O)[O-])c1
→ 1% | 0% | 2% | 4% | -9% | 1% | 72
O=C(NN=C1CCCCCC1)c1ccc2c(c1)OCO2
→ -6% | -2% | 8% | 1% | -38% | 39%[activator] | -19
Cc1ccc2oc(=O)n(Cc3ccccc3)c2c1
→ -7% | 1% | -8% | -7% | -46% | 11% | -21
CCOC(=O)Cc1nnc(NC(=O)CSc2nnc3c(n2)[nH]c2ccccc23)s1
→ u | -3% | 2% | 0% | -14% | 6% | 9
Cc1cccc(-c2c3c(=O)n(C)c(=O)n(C)c3c3nnc4ccccc4n23)c1
→ x | x | -21% | -1% | x | 4% | 19
O=C(Cc1ccc(Cl)c(Cl)c1)Nc1cccc(S(=O)(=O)N2CCOCC2)c1
→ -1% | -1% | u | 1% | -18% | 0% | 39
COc1ccc(S(=O)(=O)Nc2c(C)n(C)n(-c3ccccc3)c2=O)cc1
→ -7% | 2% | 19% | 1% | x | -15% | 11
C[C@]12c3[nH]c4cc(-c5ccco5)ccc4c3CCN1C(=O)[C@@H](CC(=O)NCc1ccco1)C[C@@H]2C(=O)N1CCOCC1
→ x | x | -10%[8.37 µM] | -7% | 215%[activator] | -26% | 35
CCOc1ccc(N(CC(=O)NCc2ccc(F)cc2)C(=O)CCC(=O)Nc2nccs2)cc1
→ -13% | 7% | 5% | 0% | -1% | -12% | 27
Cc1ccccc1OCC(=O)OCC(=O)c1c[nH]c2ccccc12
→ u | x | 3% | 4% | -29% | -1% | 3
Cc1ccccc1NC(=O)CSCc1nc(N)nc(Nc2ccccc2C)n1
→ -9% | 2% | 2% | 2% | -12% | -3% | -31
CCCCN(CC)C(=O)Cn1cnc2ccc(S(=O)(=O)N3CCC(C)CC3)cc2c1=O
→ -15% | 4% | 14%&4% | 5% | 152%[activator] | -1% | u
Cc1ccc(NC(=S)NC(=O)c2ccc(-c3ccccc3)cc2)c(C)c1
→ -11% | 5% | u | 5% | -53% | 0% | -36
CN(C(=O)CSc1nc2ccccc2c(=O)n1-c1ccccc1Cl)C1CCS(=O)(=O)C1 (stereo not drawn)
→ x | x | -11% | -6% | 15% | 1% | -3
CCOC(=O)N1CCN(C(=O)Cn2nc(C)n3nc(-c4ccc(CC)cc4)cc3c2=O)CC1
→ 2% | 4% | -22% | 2% | 27% | 7% | 51

Structures above with two or more sulfur atoms:
Each structure is followed by: AmpC inh detg | LmPK inh | HCV inh | TbPYK inhibitor | AmpC no deterg | AMA1-RON2 inh | HCMV antiviral
CCOC(=O)Cc1nnc(NC(=O)CSc2nnc3c(n2)[nH]c2ccccc23)s1
→ u | -3% | 2% | 0% | -14% | 6% | 9
CN(C(=O)CSc1nc2ccccc2c(=O)n1-c1ccccc1Cl)C1CCS(=O)(=O)C1 (stereo not drawn)
→ x | x | -11% | -6% | 15% | 1% | -3

The results go on.
Each structure is followed by: AmpC inh detg | LmPK inh | HCV inh | TbPYK inhibitor | AmpC no deterg | AMA1-RON2 inh | HCMV antiviral
N#CC1=C(N)Oc2cc(O)c(Cl)cc2C1c1ccccc1F (stereo not drawn)
→ -10% | -3% | u | -6% | -51% | 9% | 52
COc1cc(CNCCc2ccccc2)cc(Br)c1OCC(=O)Nc1ccccc1C
→ u | -1% | u | -21% | 95%[activator] | -1% | -30
CC(/C=C1\SC(=S)N(NC(=O)c2ccncc2)C1=O)=C\c1ccccc1
→ 0% | 1% | 9% | -1% | -4% | 25% | 73
Cc1ccc(-c2nc3c(C)cc(Br)cn3c2Cc2cccc(F)c2)cc1
→ x | x | x | 3% | x | -13% | 5
COc1ccc(C)cc1-n1c(SCC(=O)NCC2CCCO2)nc2c([nH]c3ccccc32)c1=O (stereo not drawn)
→ 0% | -2% | 8.9µM* | 4% | 74%[activator] | -15% | -17
Cc1ccccc1NC(=S)NNC(=O)c1ccco1
→ 2% | -2% | 13% | -6% | -22% | 88%[activator] | 23
Cc1sc(NC(=O)C2C3CCC(O3)C2C(=O)O)c(C(=O)OC(C)C)c1-c1ccc(Cl)cc1 (stereo not drawn)
→ -15% | -1% | 16% | -20% | -25% | 11% | 66
O=C(CC1SC(=Nc2ccc(OC(F)F)cc2)N(CCC2=CCCCC2)C1=O)Nc1ccccc1F (stereo not drawn)
→ u | -2% | -5% | -3% | -28% | -8%[2.32 µM] | 37
c1ccc2c(c1)nc(-c1ccncc1)n2CCNc1nc(CN2CCCCC2)cs1
→ -1% | 0% | 9% | 0% | -24% | -3% | -9
Cn1c(=NC(=O)CCl)sc2ccccc21
→ -6% | -5% | 2µM* | 2% | -13% | -2% | -99*
CCOC(=O)C1(CCCc2ccccc2)CCN(C(=O)c2n[nH]c(CC)c2C)CC1
→ x | x | x | -9% | x | 3% | -19
CS(=O)(=O)N(CC(=O)NCCSc1ccccc1)c1cc(C(F)(F)F)ccc1Cl
→ 16% | x | x | 7% | x | x | 4
O=C1CC(C(=O)Nc2ccccc2C(=O)O)C(c2ccccc2)O1 (stereo not drawn)
→ u | 1% | 38%[activator] | -13% | -7% | -2% | -20
Cc1ccc(NC(=O)Cc2ccccc2)cc1S(=O)(=O)N1CCOCC1
→ x | x | 0% | 2% | -17% | -2%[11.6 µM] | -2
COc1ccccc1CNC(=O)CCc1nnc2ccc(NCCCN3CCCC3=O)nn12
→ -8% | 2% | 10% | 2% | 1% | -8% | u
Cc1cccc(NC(=O)CCN2C(=O)c3ccccc3C2=O)c1
→ 4% | 6% | -6% | -9% | -18% | 23% | -23
CSc1ccc(Cl)c(C(=O)N2CCN(CC(=O)N3CCCC3)CC2)c1
→ x | x | 12% | 1% | 29% | 6% | -22
O=C(Nc1cc(Cl)ccc1O)C1CC(c2ccccc2Cl)=NO1 (stereo not drawn)
→ -6% | 3% | 6% | -1% | -50% | 10% | u
CCOc1ccc(NC(=O)c2cnccn2)cc1
→ 0% | -27% | 0% | -1% | -9% | 13% | 86
Cc1cc(=O)n2[nH]c(-c3ccco3)nc2n1
→ 2% | 3% | 13% | -16% | -12% | -6% | -17

Profiles as entered above. Screens in order: AmpC inh detg | LmPK inh | HCV inh | TbPYK inhibitor | AmpC no deterg | AMA1-RON2 inh | HCMV antiviral
Entry for c1ccc2c(c1)nc(-c1ccncc1)n2CCNc1nc(CN2CCCCC2)cs1 : -1% | 0% | 9% | 0% | -24% | -3% | -9
Entry for Cc1ccc(NC(=S)NC(=O)c2ccc(-c3ccccc3)cc2)c(C)c1 : -11% | 5% | u | 5% | -53% | 0% | -36

Some of these compounds in order of heavy-atom count, rising.
Each structure is followed by: AmpC inh detg | LmPK inh | HCV inh | TbPYK inhibitor | AmpC no deterg | AMA1-RON2 inh | HCMV antiviral
Cn1c(=NC(=O)CCl)sc2ccccc21
→ -6% | -5% | 2µM* | 2% | -13% | -2% | -99*
Cc1ccccc1NC(=S)NNC(=O)c1ccco1
→ 2% | -2% | 13% | -6% | -22% | 88%[activator] | 23
CC(/C=C1\SC(=S)N(NC(=O)c2ccncc2)C1=O)=C\c1ccccc1
→ 0% | 1% | 9% | -1% | -4% | 25% | 73

(list continues)
Each structure is followed by: AmpC inh detg | LmPK inh | HCV inh | TbPYK inhibitor | AmpC no deterg | AMA1-RON2 inh | HCMV antiviral
COc1ccc(-c2noc(CN3CCN(c4ccccc4F)CC3)n2)cc1OC
→ -4% | -9% | u | -8% | 120%[activator] | -6% | -8
CC[n+]1c(/C=C(/C)SC)sc2ccccc21
→ u | -3% | u | -7% | -14% | -9% | 32
COc1cc(/C=C/C(=O)O)cc(S(=O)(=O)Nc2ccccc2SC)c1OC
→ u | 4% | 12% | 1% | -15% | 5% | -15
CCN(Cc1ccc(OC)c(F)c1)C(=O)/C=C/c1ccc(S(=O)(=O)N2CCOCC2)cc1
→ -10% | x | u | -7% | 131%[activator] | 2% | -5
COc1nc2ccccc2nc1OC
→ 2% | 6% | 4% | -3% | -7% | -2% | -35
CN(C)CCCNC(=O)C[C@H]1C[C@H](C(=O)N2CCCCC2)[C@@]2(C)c3[nH]c4cc(CCC(=O)N(C)C)ccc4c3CCN2C1=O
→ x | x | u | -4% | 9% | 13% | 8
CC1CCCC(C)N1C(=O)COC(=O)c1ccco1 (stereo not drawn)
→ x | x | 24% | 3% | -13% | 2% | 9
COc1ccc(OCC(=O)N2CCN(C(=O)c3ccc(F)cc3)CC2)cc1
→ 2% | -2% | 11% | 3% | -6% | 15% | 8
